Compound activity as filed in PubChem BioAssay.
IL1B secr inh: qHTS for Inhibitors of Inflammasome Signaling: IL-1-beta AlphaLISA Primary Screen; THP-1 LPS/ATP IL-1B secretion, AlphaLISA, 16 h; active compounds read low; activity change, % at 57.5 µM; hit rate 4.7% among 360,000; AID 743279, 2014; in the data active = activity change below about -50%; inconclusive = mostly about -30% to -49%; note: % is set by controls: 0 for no effect and ±100 for the full control effect
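Secreted IL-1B measured by AlphaLISA bead assay after 16 h compound exposure of THP-1 cells; compounds (final up to 57.5 uM) added 1 h before LPS (250 ng/mL) and ATP (1.25 mM) stimulation; lower signal means less secretion.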
SW480 rerep: A quantitative high throughput screen for small molecules that induce DNA re-replication in SW480 colon adenocarcinoma cells; SW480 DNA re-replication, Hoechst DNA content imaging, 48 h; Potency, µM (titrated, usually from 46.1 µM), inactives show at the top dose re-replication activation, usual class: activators; hit rate 1.8% among 340,000; AID 624297, 2012; note: potency is the fitted concentration of half-maximal effect; % of control where 0% means no effect; nearly all actives have a fitted effect of over 55% in size
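Treated cells incubate 48 hr (37 C, 5% CO2), are stained 40 min with Hoechst, and nuclear fluorescence is enumerated; a rise in nuclei with high DNA signal marks re-replication.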
WRN inhibitor: qHTS for Inhibitors of WRN Helicase; Bifunctional 3'-5' exonuclease/ATP-dependent helicase WRN (Homo sapiens), Q14191; WRN helicase unwinding, fluorescent forked duplex, kinetic; Potency, µM (series often up to 114 µM), without a hit: at the top dose activity change, negative = inhibition, usual class: inhibitors; hit rate 0.46% among 360,000; AID 651768, 2012; note: potency is the fitted concentration of half-maximal effect; % is set by controls: 0 for no effect and ±100 for the full control effect; nearly all actives have a fitted effect of over 55% in size
Target sequence (Q14191 whole entry, looked up): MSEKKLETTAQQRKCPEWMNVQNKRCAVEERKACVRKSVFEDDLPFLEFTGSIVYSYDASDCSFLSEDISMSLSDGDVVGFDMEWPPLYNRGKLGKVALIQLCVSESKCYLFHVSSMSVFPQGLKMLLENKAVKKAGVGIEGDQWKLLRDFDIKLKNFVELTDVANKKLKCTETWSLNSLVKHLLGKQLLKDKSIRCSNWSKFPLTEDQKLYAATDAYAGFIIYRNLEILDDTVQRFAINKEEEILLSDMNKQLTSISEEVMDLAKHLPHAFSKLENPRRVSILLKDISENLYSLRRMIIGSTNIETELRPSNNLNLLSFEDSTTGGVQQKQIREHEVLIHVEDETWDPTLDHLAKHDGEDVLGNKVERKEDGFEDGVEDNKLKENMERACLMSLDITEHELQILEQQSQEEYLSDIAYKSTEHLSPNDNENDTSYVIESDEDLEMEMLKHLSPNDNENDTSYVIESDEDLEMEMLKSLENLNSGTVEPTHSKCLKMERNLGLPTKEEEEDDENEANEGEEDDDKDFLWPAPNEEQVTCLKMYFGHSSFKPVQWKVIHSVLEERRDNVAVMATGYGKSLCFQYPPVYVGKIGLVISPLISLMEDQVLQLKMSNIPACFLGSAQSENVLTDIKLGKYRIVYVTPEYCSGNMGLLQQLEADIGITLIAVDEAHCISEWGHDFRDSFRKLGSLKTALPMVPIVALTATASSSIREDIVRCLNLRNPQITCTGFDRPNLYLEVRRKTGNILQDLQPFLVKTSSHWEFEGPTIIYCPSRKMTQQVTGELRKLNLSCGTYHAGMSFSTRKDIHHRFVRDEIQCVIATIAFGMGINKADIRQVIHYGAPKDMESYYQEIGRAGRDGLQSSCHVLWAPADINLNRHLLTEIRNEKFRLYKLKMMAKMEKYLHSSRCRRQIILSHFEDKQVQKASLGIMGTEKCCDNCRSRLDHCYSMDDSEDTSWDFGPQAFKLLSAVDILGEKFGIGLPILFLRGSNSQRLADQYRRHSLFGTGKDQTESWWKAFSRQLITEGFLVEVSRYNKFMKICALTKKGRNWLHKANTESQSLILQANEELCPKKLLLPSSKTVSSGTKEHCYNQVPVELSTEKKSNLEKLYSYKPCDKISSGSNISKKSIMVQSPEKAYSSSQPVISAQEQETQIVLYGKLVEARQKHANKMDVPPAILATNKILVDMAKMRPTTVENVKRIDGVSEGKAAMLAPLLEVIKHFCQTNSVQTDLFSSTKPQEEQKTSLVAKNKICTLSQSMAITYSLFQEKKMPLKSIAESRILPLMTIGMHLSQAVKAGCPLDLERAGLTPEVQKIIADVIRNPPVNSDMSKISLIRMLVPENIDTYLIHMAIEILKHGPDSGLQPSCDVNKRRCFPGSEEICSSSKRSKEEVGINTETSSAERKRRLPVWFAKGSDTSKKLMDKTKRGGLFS
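WRN at 20 nM final was preincubated with compound for 15 min at room temperature; reaction started with 100 nM forked duplex oligonucleotide carrying fluorophore and quencher plus 2 mM ATP (final). Unwinding followed kinetically by red fluorescence (ex 525/em 598 nm).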
KB-V1 MDR tox: qHTS assay for MDR1-selective chemotherapeutics: Primary screen using the drug-selected MDR subline cells KB-V1. KB-V1 MDR cells viability, CellTiter-Glo, 72 h. Potency, µM (series often up to 46.1 µM), without a hit: top-dose activity change, negative = cytotoxicity, actives largely listed as cytotoxic. hit rate 3.4% among 400,000; note: potency is the fitted concentration of half-maximal effect; % is set by controls: 0 for no effect and ±100 for the full control effect; nearly all actives have a fitted effect of over 60% in size
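Drug-selected KB-V1 cells, grown in DMEM lacking phenol red with 10% FBS, receive compound titrations; after three days at 37 degrees C, surviving cell ATP is quantified by CellTiter-Glo luminescence and responses normalized and curve-fitted.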
HT1080NT lethal: qHTS for induction of synthetic lethality in tumor cells producing 2HG: qHTS for the HT-1080-NT fibrosarcoma cell line. Potency, µM (doses to about 46.1 µM), without a hit: at the highest dose activity, negative = less viability, usual class: cytotoxic. hit rate 1.6% among 360,000. HT-1080-NT fibrosarcoma viability, CellTiter-Glo ATP luminescence, 48 h. AID 686970, 2013;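 note: NT is the 2HG producing partner of a matched IDH1 knockdown line; potency is the fitted concentration of half-maximal effect; 0% = DMSO-treated cells and -100% = media-only wells without cells; nearly all actives have a fitted effect of over 55% in size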
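750 cells/well, RPMI + 5% FBS; 2 h settle, compound pin-transfer, 48 h at 37 degrees C. CellTiter-Glo 10 min RT, luminescence. Normalized to DMSO and media-only wells.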
MCF10A rerep: A quantitative high throughput screen for small molecules that induce DNA re-replication in MCF 10a normal breast cells; hit rate 2.9% among 350,000; AID 624296, 2012; Potency, µM (doses to about 46.1 µM), without a hit: at the top dose activity, positive = re-replication, most hits filed as activators; MCF 10A DNA re-replication, Hoechst nuclear intensity, 48 h; note: potency is the fitted concentration of half-maximal effect; % of control where 0% means no effect; nearly all actives have a fitted effect of over 50% in size
ATXN2 expr inh: Primary qHTS for Inhibitors of ATXN expression. HEK-293 ATXN2-luciferase reporter, luminescence, 24 h. Potency, µM (titrated, usually from 57 µM), for the others: at the top dose activity change, negative = inhibition, most hits filed as inhibitors. hit rate 0.72% among 360,000. AID 1745845, 2022; note: potency is the fitted concentration of half-maximal effect; % is set by controls: 0 for no effect and ±100 for the full control effect; nearly all actives have a fitted effect of over 55% in size
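ATXN2-luciferase reporter cells (luciferase flanked by upstream and downstream ATXN2 gene portions) were treated 24 h at 37 °C with compounds at up to 57 uM. SteadyGlo luminescence gave expression; GF-AFC fluorescence gave viability.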
HT1080 IDH1KD tx: qHTS for induction of synthetic lethality in tumor cells producing 2HG: qHTS for the HT-1080-IDH1KD cell line. HT-1080 IDH1 knockdown viability, ATP luminescence, 48 h. Potency, µM (series often up to 46.1 µM), for the others: top-dose activity, negative = toxicity, actives largely listed as cytotoxic. hit rate 2% among 360,000. AID 686971, 2013;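 note: potency is the fitted concentration of half-maximal effect; 0% = DMSO wells and -100% = cell-free medium wells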
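In this qHTS, HT-1080 cells depleted of IDH1 are exposed for 48 h at 37 °C to compound titrations. Toxicity is scored from CellTiter-Glo luminescence, with DMSO as full viability and medium alone as none.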
KB-3-1 cytotox: qHTS assay for MDR1-selective chemotherapeutics: Primary screen using the parental adenocarcinoma cell KB-3-1; hit rate 1.4% among 400,000; KB-3-1 viability, CellTiter-Glo ATP luminescence, 72 h; Potency, µM (highest dose often 46.1 µM), for inactives: at the top dose activity change, negative = cytotoxic, actives largely listed as cytotoxic; note: potency is the fitted concentration of half-maximal effect; % is set by controls: 0 for no effect and ±100 for the full control effect; nearly all actives have a fitted effect of over 60% in size
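Viability of parental KB-3-1 cells, measured by CellTiter-Glo luminescence, followed a 72 h incubation at 37 °C with pinned compounds in phenol-red-free DMEM containing 10% FBS.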
An asterisk follows results filed as active. Unless noted, calls come from the whole dose curve; as a rule, active = well fitted curve in the direction sought with a large enough effect; inconclusive = small, poorly fitted or top-dose-only effect, or another doubt; inactive = no such curve, though single readings can be large; an effect the other way counts as inactive or inconclusive.

How did CC(CCN1CCN=C1N(C)C)c1ccccc1 (configuration not stated) do in these assays?
IL1B secr inh: 5; SW480 rerep: -3%; WRN inhibitor: -2%; KB-V1 MDR tox: inconclusive; HT1080NT lethal: 3%; MCF10A rerep: -27%; ATXN2 expr inh: -3%; HT1080 IDH1KD tx: 0%; KB-3-1 cytotox: -1%

How did CN(C)S(=O)(=O)n1cc(/C=C(\NC(=O)c2ccccc2Cl)C(=O)N2CCCC2)c2ccccc21 do in these assays?
IL1B secr inh: 6; SW480 rerep: -12%; WRN inhibitor: -2%; KB-V1 MDR tox: 26%; HT1080NT lethal: 6%; MCF10A rerep: -17%; ATXN2 expr inh: 0%; HT1080 IDH1KD tx: 9%; KB-3-1 cytotox: -2%

Results for CCOc1ccc(NC(=O)C2C3C=CC4(O3)C2C(=O)N(Cc2cccnc2)C4C(=O)NC2CCCCC2)cc1 (configuration not stated) ?
IL1B secr inh: 2; SW480 rerep: -22%; WRN inhibitor: -2%; KB-V1 MDR tox: 1%; HT1080NT lethal: 16%; MCF10A rerep: -4%; ATXN2 expr inh: -11%; HT1080 IDH1KD tx: 6%; KB-3-1 cytotox: 12%

Results for Nc1nonc1-n1nnc(C(=O)N/N=C/c2ccccc2Cl)c1-c1ccc2c(c1)OCO2 ?
IL1B secr inh: 0; SW480 rerep: -6%; WRN inhibitor: 3%; KB-V1 MDR tox: 24%; HT1080NT lethal: -4%; MCF10A rerep: 1%; ATXN2 expr inh: -3%; HT1080 IDH1KD tx: -5%; KB-3-1 cytotox: 7%

How did Cc1cccc(C(=O)NC(=S)NNC(=O)COc2ccc(Cl)cc2)c1 do in these assays?
IL1B secr inh: 26; SW480 rerep: inconclusive; WRN inhibitor: -14%; KB-V1 MDR tox: inconclusive; HT1080NT lethal: -17%; MCF10A rerep: 22%; ATXN2 expr inh: -21%; HT1080 IDH1KD tx: -12%; KB-3-1 cytotox: 1%

What do the screens show for `CCN1CCN(S(=O)(=O)c2ccc(OC)c(Br)c2)CC1`?
IL1B secr inh: 1; SW480 rerep: -2%; WRN inhibitor: -2%; KB-V1 MDR tox: -11%; HT1080NT lethal: 2%; MCF10A rerep: -13%; ATXN2 expr inh: -8%; HT1080 IDH1KD tx: -3%; KB-3-1 cytotox: 11%

What do the screens show for `C#CCn1c(S(=O)(=O)Cc2ccc(F)cc2)nc(-c2ccccc2)c1-c1ccccc1`?
IL1B secr inh: inconclusive; SW480 rerep: inconclusive; WRN inhibitor: -13%; KB-V1 MDR tox: 5.2µM*; HT1080NT lethal: inconclusive; MCF10A rerep: inconclusive; ATXN2 expr inh: -9%; HT1080 IDH1KD tx: 1.4µM*; KB-3-1 cytotox: 16µM*

How did CCOc1ccc(-c2c(C)n([O-])c3c([n+]2=O)CCCC3)cc1 do in these assays?
IL1B secr inh: 16; SW480 rerep: -4%; WRN inhibitor: -5%; KB-V1 MDR tox: 13%; HT1080NT lethal: 6%; MCF10A rerep: -1%; ATXN2 expr inh: -3%; HT1080 IDH1KD tx: 10%; KB-3-1 cytotox: 12%

Results for COc1ccc(-c2csc(NC3OC(=O)c4ccccc43)n2)cc1 (configuration not stated) ?
IL1B secr inh: -78*; SW480 rerep: 81%; WRN inhibitor: -10%; KB-V1 MDR tox: inconclusive; HT1080NT lethal: inconclusive; MCF10A rerep: 12µM*; HT1080 IDH1KD tx: inconclusive; KB-3-1 cytotox: inconclusive

What do the screens show for `CC1C(=O)Nc2ccccc2N1C(=O)c1ccc(Cl)cc1` (configuration not stated)?
IL1B secr inh: 6; SW480 rerep: -9%; WRN inhibitor: -2%; KB-V1 MDR tox: -2%; HT1080NT lethal: -2%; MCF10A rerep: -3%; ATXN2 expr inh: -15%; HT1080 IDH1KD tx: -4%; KB-3-1 cytotox: -6%

How did COc1ccc2c(c1)CCN=C2Cc1ccc(OC)c(OC)c1 do in these assays?
IL1B secr inh: inconclusive; SW480 rerep: -1%; WRN inhibitor: 6%; KB-V1 MDR tox: inconclusive; HT1080NT lethal: -20%; MCF10A rerep: 17%; ATXN2 expr inh: -8%; HT1080 IDH1KD tx: inconclusive; KB-3-1 cytotox: -16%

How did Cc1c(NC(=O)CSCc2ccco2)c(=O)n(-c2ccccc2)n1C do in these assays?
IL1B secr inh: -1; SW480 rerep: -30%; WRN inhibitor: 10%; KB-V1 MDR tox: 10%; HT1080NT lethal: 16%; MCF10A rerep: -8%; ATXN2 expr inh: 6%; HT1080 IDH1KD tx: 6%; KB-3-1 cytotox: inconclusive

How did CC(=O)Nc1ccc(/C(C)=N/NC(=O)c2ccccc2Cl)cc1 do in these assays?
IL1B secr inh: 4; SW480 rerep: inconclusive; WRN inhibitor: 5%; KB-V1 MDR tox: -26%; HT1080NT lethal: -8%; MCF10A rerep: inconclusive; ATXN2 expr inh: 31%; HT1080 IDH1KD tx: -17%; KB-3-1 cytotox: 1%

What do the screens show for `CCCCN(CC(=O)NCCOC)C(=O)Cn1nnc2ccccc21`?
IL1B secr inh: 0; SW480 rerep: 4%; WRN inhibitor: 5%; KB-V1 MDR tox: -4%; HT1080NT lethal: 10%; MCF10A rerep: 11%; HT1080 IDH1KD tx: 2%; KB-3-1 cytotox: -5%

How did CS(=O)(=O)c1ccc2nc(NC(=O)CN3CCOCC3)sc2c1 do in these assays?
IL1B secr inh: 10; SW480 rerep: -7%; WRN inhibitor: 9%; KB-V1 MDR tox: inconclusive; HT1080NT lethal: 13%; MCF10A rerep: 12%; ATXN2 expr inh: 5%; HT1080 IDH1KD tx: 1%; KB-3-1 cytotox: -1%

Results for CCCc1c(C)[nH]c2ccccc2c1=O ?
IL1B secr inh: -2; SW480 rerep: -7%; WRN inhibitor: 11%; KB-V1 MDR tox: 6%; HT1080NT lethal: 16%; MCF10A rerep: 6%; ATXN2 expr inh: 1%; HT1080 IDH1KD tx: 16%; KB-3-1 cytotox: 9%

What do the screens show for `COC(=O)C(C)Sc1snnc1-c1ccccc1` (configuration not stated)?
IL1B secr inh: 9; SW480 rerep: 0%; WRN inhibitor: 4%; KB-V1 MDR tox: 6%; HT1080NT lethal: 9%; MCF10A rerep: 2%; ATXN2 expr inh: -19%; HT1080 IDH1KD tx: 19%; KB-3-1 cytotox: 9%

What do the screens show for `CC12CCC(C(=O)NNC(=O)c3ccc(Br)cc3)(OC1=O)C2(C)C` (configuration not stated)?
IL1B secr inh: -16; SW480 rerep: -3%; WRN inhibitor: 12%; KB-V1 MDR tox: 23%; HT1080NT lethal: 12%; MCF10A rerep: -11%; ATXN2 expr inh: 17%; HT1080 IDH1KD tx: 0%; KB-3-1 cytotox: 29%

What do the screens show for `CCN(CC)C(=O)COC(=O)C1CCN(S(=O)(=O)c2ccc3c(c2)OCCO3)CC1`?
IL1B secr inh: 56; SW480 rerep: -10%; WRN inhibitor: 9%; KB-V1 MDR tox: 0%; HT1080NT lethal: 0%; MCF10A rerep: 14%; ATXN2 expr inh: -6%; HT1080 IDH1KD tx: 6%; KB-3-1 cytotox: 7%

How did N#C/C(=N\Nc1ccc(S(=O)(=O)N2CCOCC2)cc1)C(N)=S do in these assays?
IL1B secr inh: -7; SW480 rerep: 4%; WRN inhibitor: -14%; KB-V1 MDR tox: 26%; HT1080NT lethal: -21%; MCF10A rerep: -10%; ATXN2 expr inh: 16%; HT1080 IDH1KD tx: -15%; KB-3-1 cytotox: 9%

How did Brc1ccc(Oc2nnnn2-c2ccccc2)cc1 do in these assays?
IL1B secr inh: inconclusive; SW480 rerep: 12%; WRN inhibitor: -6%; KB-V1 MDR tox: 14%; HT1080NT lethal: -1%; MCF10A rerep: -4%; ATXN2 expr inh: 9%; HT1080 IDH1KD tx: -4%; KB-3-1 cytotox: 10%

How did CCSC(=O)N1c2ccc(OC)cc2C=CC1C#N (configuration not stated) do in these assays?
IL1B secr inh: -7; SW480 rerep: inconclusive; WRN inhibitor: -3%; KB-V1 MDR tox: 0.73µM*; HT1080NT lethal: 0.46µM*; MCF10A rerep: 1.2µM*; ATXN2 expr inh: 5%; HT1080 IDH1KD tx: inconclusive; KB-3-1 cytotox: 0.65µM*

Sorted by count of non-hydrogen atoms (lowest first): 3 of the compounds above.
Results for CCCc1c(C)[nH]c2ccccc2c1=O ?
IL1B secr inh: -2; SW480 rerep: -7%; WRN inhibitor: 11%; KB-V1 MDR tox: 6%; HT1080NT lethal: 16%; MCF10A rerep: 6%; ATXN2 expr inh: 1%; HT1080 IDH1KD tx: 16%; KB-3-1 cytotox: 9%

How did CCSC(=O)N1c2ccc(OC)cc2C=CC1C#N (configuration not stated) do in these assays?
IL1B secr inh: -7; SW480 rerep: inconclusive; WRN inhibitor: -3%; KB-V1 MDR tox: 0.73µM*; HT1080NT lethal: 0.46µM*; MCF10A rerep: 1.2µM*; ATXN2 expr inh: 5%; HT1080 IDH1KD tx: inconclusive; KB-3-1 cytotox: 0.65µM*

How did COc1ccc2c(c1)CCN=C2Cc1ccc(OC)c(OC)c1 do in these assays?
IL1B secr inh: inconclusive; SW480 rerep: -1%; WRN inhibitor: 6%; KB-V1 MDR tox: inconclusive; HT1080NT lethal: -20%; MCF10A rerep: 17%; ATXN2 expr inh: -8%; HT1080 IDH1KD tx: inconclusive; KB-3-1 cytotox: -16%
